SKN-1 inh – C. elegans SKN-1 inhibition | C. elegans VP596 Pgst-4::GFP/RFP ratio, acrylamide-induced, 24 h | inhibition, % at 21.8 µM | 360,000 compounds, 0.49% hits;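 active = interference check ratio from 0.5 to 1.5 plus GFP to RFP signal ratio inhibition reaching or exceeding a fixed threshold, cut at about 30% in these data, passing the limit was not always enough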; also: some compounds called inactive have numbers as strong as hits
SUMO1 PPI mod – alters human SUMO1 binding to SIM partners. inhibition, % at 20 µM. SUMO1 binding to a labelled peptide, TR-FRET, 1 h. 360,000 compounds, 0.33% hits. P63165. AID 602429; in the data active = inhibition above about 37%
NRP1-CendR mod – alters CendR peptide binding to human NRP-1. AID 602438. FAM-RPARPAR peptide binding to NRP-1, fluorescence polarization. 360,000 compounds, 0.85% hits. O14786. inhibition, % at 25 µM;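 active = inhibition or corrected inhibition above about 18%, plus a signal ratio from 0.5 to 1.5, limit read from the data, passing the limit was not always enough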; also: strong numbers were not always called active
Target sequence (O14786 whole entry, looked up): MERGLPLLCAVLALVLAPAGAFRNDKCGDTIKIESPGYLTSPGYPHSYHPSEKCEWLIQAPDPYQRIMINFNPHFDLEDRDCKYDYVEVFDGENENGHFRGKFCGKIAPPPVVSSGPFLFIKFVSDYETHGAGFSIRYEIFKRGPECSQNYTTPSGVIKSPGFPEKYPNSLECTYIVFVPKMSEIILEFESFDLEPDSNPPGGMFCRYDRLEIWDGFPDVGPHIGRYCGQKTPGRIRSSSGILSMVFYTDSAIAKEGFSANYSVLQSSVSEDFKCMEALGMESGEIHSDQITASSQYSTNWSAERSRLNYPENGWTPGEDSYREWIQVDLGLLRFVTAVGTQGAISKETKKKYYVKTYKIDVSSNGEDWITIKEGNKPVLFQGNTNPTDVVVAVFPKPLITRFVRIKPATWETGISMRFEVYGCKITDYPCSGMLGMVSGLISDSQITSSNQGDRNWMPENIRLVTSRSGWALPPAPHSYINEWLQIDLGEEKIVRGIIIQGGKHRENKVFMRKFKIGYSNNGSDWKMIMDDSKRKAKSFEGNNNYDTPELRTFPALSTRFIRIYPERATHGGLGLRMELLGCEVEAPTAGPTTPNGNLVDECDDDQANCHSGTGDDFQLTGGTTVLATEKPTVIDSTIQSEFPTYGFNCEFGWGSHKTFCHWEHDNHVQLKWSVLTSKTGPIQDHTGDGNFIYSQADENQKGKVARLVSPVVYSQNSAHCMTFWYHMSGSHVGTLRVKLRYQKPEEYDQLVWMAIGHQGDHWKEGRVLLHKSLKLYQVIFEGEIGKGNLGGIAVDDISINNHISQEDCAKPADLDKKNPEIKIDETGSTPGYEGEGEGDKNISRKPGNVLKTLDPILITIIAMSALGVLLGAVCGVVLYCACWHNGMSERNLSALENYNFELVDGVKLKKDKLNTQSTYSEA
NadD block – inhibitors of Staphylococcus aureus NadD; AID 602399; inhibition, % at 20 µM; purified NadD enzyme, colorimetric absorbance read-out; 360,000 compounds, 0.78% hits; in the data active = inhibition above about 26%; also: some compounds past the cut are filed as inactive
STEP inh – inhibitors of human striatal-enriched phosphatase STEP; P54829; recombinant STEP, OMFP fluorogenic substrate, fluorescence; inhibition, % at 20 µM; 360,000 compounds, 0.25% hits;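 active = inhibition at 20 µM, scaled per plate between control wells, above about 37%, limit read from the data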;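 also: 0% = DMSO with enzyme and substrate and 100% = substrate only without enzyme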
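Assay system: isolated STEP enzyme. Buffer or medium: pH 6.0 Bis-Tris with DTT and Tween 20. Also added: fluorogenic phosphatase substrate OMFP at 25 µM final. Dosing: 20 µM, 1% DMSO. Timing: 20 min reaction, room temperature, in the dark. Measured by: fluorescence intensity, excitation 480 nm, emission 540 nm. Evaluation: normalized % inhibition.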
Rpn11 block – inhibitors of human proteasome Rpn11; calls only at 20 µM; 360,000 compounds, 0.59% hits; AID 588493; human 26S proteasome, Ub4-pepOG fluorescence polarization; 20S core pre-blocked with epoxomicin; O00487;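 active = inhibition at 20 µM, scaled to each plate's controls, above about 33%, limit read from the data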
Scp1 inh – blocks human Scp-1 phosphatase activity; AID 493091; inhibition, % at 20 µM; Recombinant Scp1, phosphopeptide, malachite green phosphate absorbance; 340,000 compounds, 0.88% hits;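 active = inhibition above about 50% at 20 µM, limit read from the data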;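 also: plate controls were DMSO wells with enzyme for no effect and wells lacking enzyme for full effect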
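assay system = SCP-1 phosphatase catalytic domain, residues 76-261 | buffer or medium = 50 mM Tris acetate pH 5.5, 0.005% Tween-20, 10 mM MgCl2 | incubation = enzyme reaction 45 min at room temperature, colour 5 min, stabilisation 30 min | signal = Phosphate-binding colour reagent, absorbance read at 630 nm | measure = % inhibition at 20 µM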
DNMT1 inh – DNMT1 (human) enzyme inhibition; AID 588458; P26358; DNMT1 molecular beacon, Hinp1I cleavage, fluorescence; inhibition (reported as % activation of signal), % at 10 µM; 360,000 compounds, 0.83% hits; in the data active = inhibition above about 50%
MT1-MMP act inh – MT1-MMP (human) activation inhibition. P50281. HT1080 RFP-PRO-GFP cells, GFP/RFP ratio fluorescence, overnight; percent of plate control window, DMSO zero. GFP/RFP ratio change, % at 20 µM. 360,000 compounds, 0.061% hits. AID 651647;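 active = GFP/RFP ratio change of at least 30% with cell ATP level not reduced by more than half and red fluorescence within 50% of control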; also: strong numbers were not always called active
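Test system: HT1080 cells expressing an RFP-PRO-GFP fluorescent reporter construct / Compound dosing: single-point 20 µM compound, 1% DMSO / Schedule: cells overnight before dosing, compound overnight, 37 °C, 5% CO2 / Evaluation: GFP/RFP fluorescence ratio / Control set: DMSO and RFP-L50D-GFP cell wells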
LMPTP inh – blocks human LMPTP phosphatase; inhibition, % at 20 µM; recombinant LMPTP-A, OMFP fluorogenic substrate, fluorescence intensity; P24666; 360,000 compounds, 0.22% hits;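 active = compounds that cut the enzyme signal by at least half of the control window in the single-dose screen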;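 also: plate controls were DMSO wells with enzyme plus substrate for no effect and substrate without enzyme for full effect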
Target sequence (P24666 whole entry, looked up): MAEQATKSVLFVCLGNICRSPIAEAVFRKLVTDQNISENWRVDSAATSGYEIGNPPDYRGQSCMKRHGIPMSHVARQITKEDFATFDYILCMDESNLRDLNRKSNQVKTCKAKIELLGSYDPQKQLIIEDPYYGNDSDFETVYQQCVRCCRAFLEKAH
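Test system – LMPTP-A enzyme · Amount – LMPTP-A at 0.625 nM final in the reaction · Buffer or medium – Bis-Tris pH 6.0, DTT, detergent · Reagent – OMFP 400 µM · Doses – single 20 µM dose · Schedule – reaction 50 min, room temperature, dark · Detection – fluorescence intensity of OMFP turnover product · Evaluation – percent inhibition versus substrate-only and uninhibited controls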
* hit, by the source's call; i = inactive; nt = no result given.

SMILES	SKN-1 inh	SUMO1 PPI mod	NRP1-CendR mod	NadD block	STEP inh	Rpn11 block	Scp1 inh	DNMT1 inh	MT1-MMP act inh	LMPTP inh
COc1ccc(NCC(=O)Nc2cccc(C(F)(F)F)c2)cc1S(=O)(=O)N1CCOCC1	17	4	-1	9	0	i	-2	1	2	-0.7
CCOc1cccc(/C=N/NS(=O)(=O)c2ccc(C)c([N+](=O)[O-])c2)c1O	-9	-13	-2	-5	1	i	-6	0	5	-0.6
CCC1CCc2c(sc3nc(SCC(=O)NCc4ccco4)n(-c4ccccc4)c(=O)c23)C1 (stereo not given)	-7	-4	4	22	7	i	-2	38	3	-0.2
Cc1ccccc1-c1noc(C(C)NC(=O)c2ccco2)n1 (stereo not given)	10	5	-6	-3	-1	i	-6	-1	2	-1.2
CCc1nc2ccc(C(=O)N3CCN(C(=O)c4ccco4)CC3)cn2c1N(CC)Cc1cccc(Br)c1	2	-3	-4	11	1	i	nt	3	-5	-2.4
CCOC(=O)NC(=O)COC(=O)Cc1cc(OC)c(OC)c(OC)c1	-3	-1	-2	0	-2	i	-2	2	0	-0.6
C1CCN(c2nc3nonc3nc2N2CCCCC2)CC1	13	-7	-6	-7	-4	i	-8	-2	-2	-1.3
O=S(=O)(Nc1ncccn1)c1ccc(NC(=S)N2CCN(c3cccc(C(F)(F)F)c3)CC2)cc1	9	5	-6	18	1	i	-7	-2	0	1.4
CCN(C(=O)COC(=O)CCC(=O)c1cccs1)c1ccccc1	-11	-1	0	-6	0	i	5	4	-1	0.1
Cc1ccc(OC(C)C(=O)Nc2ccccc2C(=O)NCc2cccnc2)cc1C (stereo not given)	11	4	9	-5	0	i	-5	-1	0	1.3
CN1CCN(C(=S)NC(=O)/C=C/c2cccc3ccccc23)CC1	7	-11	-3	6	1	i	8	0	-5	0.0
COc1ccc(S(=O)(=O)NCc2ccc3c(c2)OCO3)cc1C	13	3	-5	-1	-3	i	4	-2	6	-0.1
Cc1cc(C)cc(C(=O)N(NC(=O)Nc2ccc(Cl)cc2)C(C)(C)C)c1	0	0	-10	1	0	i	-6	-6	-15	0.5
Cc1cc(=O)oc2c(C)c(OCC(=O)N3CCN(c4ccc(F)cc4)CC3)ccc12	1	1	0	3	1	i	-8	-1	3	0.7
CCOC(=O)C1C(=O)OC(C)(C)C1C(C)C(=O)c1ccc(C)cc1C (stereo not given)	12	-1	14	-3	1	i	3	2	-3	0.3
Cc1ccccc1NC(=O)CN1C(=O)CSc2ccccc21	-13	6	2	-2	-4	i	-15	2	4	0.3
CCOC(=O)C1CCN(C(c2cccnc2)c2c(NC(=O)c3ccco3)sc(C)c2C)CC1 (stereo not given)	25	-5	5	9	4	i	-7	-8	-5	2.3
O=C(O)Cn1nc2c3c(cccc3c1=O)-c1ccccc1-2	8	-14	6	1	1	i	0	2	-4	-1.9
COc1cc(OC)cc(C(=O)N2CCN(C(=O)c3ccc(-c4ccccc4)cc3)CC2)c1	0	2	-1	0	3	i	5	-8	-3	-0.4
Cc1ccc(C)c(S(=O)(=O)N2CCN(C(=O)Nc3ccccc3)CC2)c1	-5	2	4	-4	0	i	-8	-1	-3	-0.9
Cc1cc(N(CN2CCCC2=O)C(=O)c2ccc(F)cc2)no1	12	-1	-4	-5	-1	i	-13	-3	-9	-1.0
Cc1cc(NCc2ccccc2)c2ccccc2n1	16	2	7	-8	0	i	-9	-1	3	34
Nc1ccccc1S(=O)(=O)NC1=NCCCCC1	-13	-5	7	1	2	i	-7	5	nt	0.4
CC(=O)Nc1cccc(NC(=O)C2CCN(C(=O)c3ccco3)CC2)c1	4	5	12	5	0	i	7	0	4	-1.7
CC(C)=CC(=O)Nc1nnc(C(C)C)s1	-13	-1	-3	-1	-6	i	-1	-1	2	-1.2

Compound profiles, as listed above. Screens in order: SKN-1 inh | SUMO1 PPI mod | NRP1-CendR mod | NadD block | STEP inh | Rpn11 block | Scp1 inh | DNMT1 inh | MT1-MMP act inh | LMPTP inh
C1CCN(c2nc3nonc3nc2N2CCCCC2)CC1 as listed: 13 | -7 | -6 | -7 | -4 | i | -8 | -2 | -2 | -1.3
COc1ccc(S(=O)(=O)NCc2ccc3c(c2)OCO3)cc1C as listed: 13 | 3 | -5 | -1 | -3 | i | 4 | -2 | 6 | -0.1
CCc1nc2ccc(C(=O)N3CCN(C(=O)c4ccco4)CC3)cn2c1N(CC)Cc1cccc(Br)c1 as listed: 2 | -3 | -4 | 11 | 1 | i | nt | 3 | -5 | -2.4
CCOC(=O)NC(=O)COC(=O)Cc1cc(OC)c(OC)c(OC)c1 as listed: -3 | -1 | -2 | 0 | -2 | i | -2 | 2 | 0 | -0.6
Cc1cc(NCc2ccccc2)c2ccccc2n1 as listed: 16 | 2 | 7 | -8 | 0 | i | -9 | -1 | 3 | 34

Continued:
SMILES	SKN-1 inh	SUMO1 PPI mod	NRP1-CendR mod	NadD block	STEP inh	Rpn11 block	Scp1 inh	DNMT1 inh	MT1-MMP act inh	LMPTP inh
O=C(O)c1ccc(NS(=O)(=O)c2ccc3c(c2)C(=O)c2ccccc2C3=O)cc1	-3	12	-9	-1	5	i	15	4	1	5.5
O=C1NC(c2ccccc2)=NC1(Nc1ccccn1)C(F)(F)F (stereo not given)	5	-1	3	-3	0	i	-6	1	-2	-0.6
CCC(=O)NC(Nc1nc(C)cs1)(C(=O)OC)C(F)(F)F (stereo not given)	-16	2	2	-3	1	i	10	2	0	0.0
Cc1c(-c2ccco2)[n+](=O)c2c(n1[O-])CCCCC2	14	-3	14	-7	-2	i	-2	3	-2	-0.6
CCN(CC#CCC(O)(c1ccccc1)c1ccccc1)C(C)C	6	-4	8	-1	-2	i	5	2	5	-0.2
CCOC(=O)Cc1c(C)nc2cc(C)nn2c1C	2	-2	5	-4	-4	i	-1	7	5	-0.3
COc1ccc(N(CC(O)Cn2cnc3ccccc32)S(=O)(=O)c2ccc(C)cc2)cc1 (stereo not given)	-2	-3	10	3	0	i	-5	-7	-3	0.5
Cc1cccc(C(=O)Nc2nnc(-c3ccc(C(C)(C)C)cc3)s2)c1	11	18	14	13	0	i	-3	0	4	2.5
C=CCOC(=O)C1C(=O)CC(C)(O)C(C(=O)OCC=C)C1c1ccc(OC)cc1 (stereo not given)	-2	5	-2	-5	-2	i	-12	4	0	-1.6
Cc1cc(=O)oc2c(C)c(OC(C)C(=O)NCc3ccccn3)ccc12 (stereo not given)	21	4	-3	3	2	i	1	2	4	-1.5
O=C1Nc2c(c(=O)[nH]c(=O)n2-c2ccccc2)C1(Nc1ncccn1)C(F)(F)F (stereo not given)	15	1	0	-3	-3	i	-2	-2	4	-1.2
Cc1cc(S(=O)(=O)NCc2cccnc2)ccc1-n1cnnn1	8	5	-12	0	1	i	-9	4	3	-0.9
Cc1occc1-c1nnc(SCC(=O)N2CCCCC2)n1C	-10	4	-3	-1	1	i	-7	2	3	-0.2
Cc1cc(N2CCN(C(=O)c3ccco3)CC2)nc(-c2ccccc2)n1	-12	0	-2	8	0	i	-2	1	2	0.4
COc1cccc(-c2ccc(C#N)c(SCC(=O)NCCc3cccc(Cl)c3)n2)c1	3	-15	6	6	-4	i	-12	8	-1	0.2
Cc1onc(-c2ccccc2Cl)c1C(=O)NCc1cccnc1	-10	1	11	-1	-4	i	-2	-3	-2	-1.0
COCCn1c(SCC(=O)Nc2cc(C)on2)nc2ccccc2c1=O	-3	1	-3	-1	-3	i	7	5	2	0.1
CCCCS(=O)(=O)Nc1ccc(C(=O)NCC2CCCO2)cc1 (stereo not given)	3	-2	2	3	-4	i	-6	2	-5	-1.7
COc1ccc(C(=O)NC(=S)N2CCCc3ccccc32)cc1OC	13	-2	1	2	4	i	1	-2	6	2.4
S=c1[nH]nc(-c2ccc(Br)cc2)n1-c1ccc2c(c1)OCCO2	-11	9	13	3	2	i	-7	2	1	0.2
COc1ccccc1C1C(C(N)=O)=C(C)Nc2nc(-c3ccc(Cl)cc3)nn21 (stereo not given)	8	2	0	-3	-2	i	11	3	1	-0.6
COCCn1c(SCC(=O)Nc2ccc(OC)cc2OC)nc2ccccc2c1=O	-1	8	-7	0	-1	i	-4	6	0	-0.9
O=C(O)c1ccc(CP(=O)(c2ccccc2)c2ccccc2)cc1	-5	4	0	1	-6	i	-1	-1	2	-1.2
C[N+]1(CCOc2ccc([N+](=O)[O-])cc2)CCOCC1	-38	-13	6	-6	-1	i	106*	3	0	-3.0
Cc1c(C2=CCN(S(=O)(=O)c3ccc(Cl)cc3)CC2)c2ccccc2n1C	40*	9	-6	10	1	i	-13	0	11	1.4
Next structures follow.
SMILES	SKN-1 inh	SUMO1 PPI mod	NRP1-CendR mod	NadD block	STEP inh	Rpn11 block	Scp1 inh	DNMT1 inh	MT1-MMP act inh	LMPTP inh
O=C(Nc1ccc(C(=O)N2CCCC2)cc1)C1CC1	-2	1	0	4	2	i	-8	10	1	0.3
CCn1c(=O)c2sccc2n2c(CCCC(=O)N3CCN(c4ccccn4)CC3)nnc12	-3	4	3	-4	-2	i	4	1	3	2.5
COc1ccc(C(CC(=O)c2ccc(C)cc2)Nc2ccc([N+](=O)[O-])cc2)cc1 (stereo not given)	12	-2	9	-4	-2	i	-24	-6	-9	4.3
CCN(C[C@H]1N[C@@](CC)(C(=O)OC)[C@H]2C(=O)N(C)C(=O)[C@@H]12)S(=O)(=O)c1ccc(F)cc1	14	3	-14	-5	-2	i	-14	2	4	-2.2
Cc1cccc(OCCNC(=O)CCNS(=O)(=O)c2ccc3ccccc3c2)c1	6	-7	-10	-5	0	i	-9	-7	3	0.9
COc1cccc(-c2cc(C(F)(F)F)nc(N3CCN(c4ccccc4)CC3)n2)c1	12	0	18	5	2	i	2	2	2	2.8
COc1cc(NC(=O)CN2C(=O)NC(C)(CC(C)C)C2=O)cc(OC)c1 (stereo not given)	23	-1	5	8	-4	i	-5	-1	0	0.0
CCCCOC(=O)c1cccc(NC(=O)CC)c1	7	-3	-2	-2	-2	i	-5	-4	2	0.4
Nc1ccc(S(=O)(=O)c2cc(O)c3ccccc3c2O)cc1	20	11	11	21	0	i	44	-29	2	1.6
COc1ccc(/C(N)=N/OC(=O)C2CCC(=O)N2S(=O)(=O)c2ccc(C)cc2)cc1OC (stereo not given)	-4	-1	-9	-4	-4	i	4	4	-2	-0.9
Cc1cc(NC(=O)COC(=O)C(C)Oc2ccc(Cl)cc2Cl)no1 (stereo not given)	3	2	5	-4	-3	i	1	-1	-4	0.8
O=C(CSc1nnc(-c2ccco2)n1CC1CCCO1)N1CCCCC1 (stereo not given)	-16	-5	-16	-3	2	i	-4	3	1	-2.5
